Source: PubChem BioAssay
HSP90 refold inh – HSP90 refolding inhibition in rabbit reticulocyte lysate; luciferase refolding luminescence, 3 h; inhibition, % at 5.6 µM; actives 0.91% (n = 290,000);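 active = inhibition above the screen-wide mean plus 3 SD, computed separately per campaign, cut at about 16% in these data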;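 also: 0% = DMSO wells and 100% = 60 µM geldanamycin wells; inhibitors lower the luminescence because luciferase stays unfolded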
Platelet DG rel – platelet dense granule release activity; human platelet-rich plasma, SFLLRN dense granule ATP release, luminescence; inhibition, %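 (compounds screened at 7.5 µM in platelet-rich plasma)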; actives 0.22% (n = 300,000); AID 1663;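 active = mean replicate score, as percent of positive control, at or above 50; inconclusive = mean below 50 but at least one replicate at or above 50; inactive = mean and every replicate below 50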
HSF1 inhib – HSF1 inhibition; activity change, negative = inhibition, % at 7.5 µM (by protocol); NIH3T3-HGL HSE-luciferase, MG132-induced, luminescence 8 h; active compounds read low; AID 2098; actives 0.77% (n = 300,000);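 active = more than half of replicate wells show activity change below -50%, luminescence cut by over half; inconclusive = some wells, but at most half, below -50%; inactive = no replicate well below -50%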;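 also: luciferase reports HSF-1 transcriptional activity via heat shock element; 0% = median of DMSO wells and -100% = zero luminescence signal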
GSK3A inh – inhibitors of human GSK-3 alpha kinase. P49840. ADP-Glo luminescence, 60 min. inhibition, % at 10 µM. actives 0.1% (n = 320,000). AID 2650;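 in the data active = inhibition above about 50%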;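 also: GST-tagged GSK-3 alpha with peptide substrate and 25 µM ATP; 0% = DMSO neutral wells and 100% = GW8510 positive control wells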
DYRK1A inh – blocks rat Dyrk1A kinase activity; Q63470; ADP-Glo luminescence, NFATc1 peptide; inhibition, % at 12.5 µM; actives 0.43% (n = 310,000); in the data active = inhibition above about 50%;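 also: plate controls were vehicle with enzyme for no effect and no enzyme for full effect; many of its hits are not listed in these tables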
PolyA inh – yeast polyadenylation inhibition; S. cerevisiae SKY197-pL101 polyadenylation reporter, beta-gal luminescence; efflux-impaired pdr1/pdr3 knockout yeast; score 100 = 6 SD above DMSO; calls only at 12 µM; actives 0.02% (n = 300,000);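 active = lowest replicate activity score at least 50, where 100 means six control SD above control mean; inconclusive = lowest score under 50 but half or more replicates reach 50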;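 also: yeast exposed to compound for 9 h at 30 °C; higher score means more reporter readthrough which indicates perturbed polyadenylation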
AI-2 QS mod – modulators of Vibrio harveyi AI-2 quorum sensing system; Vibrio harveyi JMH597 AI-2 luminescence/OD600 ratio, 9 h; active compounds read low; strain lacks LuxN and CqsS sensors; 0 = neutral-control median; activity change, % at 7.5 µM; AID 2094; actives 0.4% (n = 300,000); in the data active = activity change below about -75%, passing the limit was not always enough; inconclusive = no clear call, values can overlap the other calls;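 also: luminescence divided by OD600 gain over 9 h not by final OD600 alone; inactives centre near 13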
GSK3beta inhib – blocks human GSK3beta kinase activity; P49841; GST-GSK3beta kinase, ADP-Glo luminescence, 60 min; active compounds read low; activity score (negative = inhibition), % at 10 µM; actives 0.038% (n = 300,000); AID 2097;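 active = more than half of replicate wells score below -50%, meaning over 50% inhibition versus plate controls; inconclusive = some replicates but at most half score below -50%; inactive = no replicate scores below -50%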;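 also: 0% = median DMSO wells and -100% = median GW8510 positive control wells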
Target sequence (P49841 whole entry, looked up): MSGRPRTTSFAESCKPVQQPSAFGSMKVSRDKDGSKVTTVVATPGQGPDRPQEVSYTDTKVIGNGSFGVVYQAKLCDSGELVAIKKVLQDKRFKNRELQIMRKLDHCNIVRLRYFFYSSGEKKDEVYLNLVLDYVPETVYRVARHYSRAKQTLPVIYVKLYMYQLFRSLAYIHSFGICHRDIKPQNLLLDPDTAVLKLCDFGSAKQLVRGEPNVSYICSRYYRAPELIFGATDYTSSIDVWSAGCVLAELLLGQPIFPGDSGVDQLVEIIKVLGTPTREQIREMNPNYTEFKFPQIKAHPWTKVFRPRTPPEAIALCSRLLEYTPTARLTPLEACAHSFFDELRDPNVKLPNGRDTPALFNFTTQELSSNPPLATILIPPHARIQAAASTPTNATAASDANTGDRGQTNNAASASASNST
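Assay system: GST-fused GSK3beta enzyme, cell-free / Medium: Tris pH 7.5 buffer with MgCl2, DTT, BSA, heparin / Also added: peptide substrate plus 25 µM ATP (final) / Compound: 10 µM single point / Timing: kinase reaction with compound 60 min at room temperature / Detection: ADP-Glo luminescence / Benchmarks: DMSO neutral wells and GW8510 at 20 µM as positive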
HSF-1 act – increases HSF-1 driven luciferase reporter signal. NIH3T3-HGL HSF-1 luciferase reporter, MG132, 8 h; 100% = twice DMSO control signal. actives 1.7% (n = 300,000). AID 504408. activation, % at 9 µM;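 active = mean replicate activation of at least 50% with a set share of replicates each reaching 50%; inconclusive = only one of those two conditions met; inactive = mean below 50% and too few replicates reaching it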;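 also: 0% = median of the neutral control wells and 100% = twice that signal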
HDAC3 inhib – human HDAC3 inhibition; O15379; recombinant HDAC3, fluorogenic peptide/trypsin coupled, fluorescence; inhibition, % at 8.3 µM; actives 0.15% (n = 320,000); AID 2718; in the data active = inhibition above about 26%, passing the limit was not always enough; inconclusive = no clear call, values can overlap the other calls
Target sequence (O15379 whole entry, looked up): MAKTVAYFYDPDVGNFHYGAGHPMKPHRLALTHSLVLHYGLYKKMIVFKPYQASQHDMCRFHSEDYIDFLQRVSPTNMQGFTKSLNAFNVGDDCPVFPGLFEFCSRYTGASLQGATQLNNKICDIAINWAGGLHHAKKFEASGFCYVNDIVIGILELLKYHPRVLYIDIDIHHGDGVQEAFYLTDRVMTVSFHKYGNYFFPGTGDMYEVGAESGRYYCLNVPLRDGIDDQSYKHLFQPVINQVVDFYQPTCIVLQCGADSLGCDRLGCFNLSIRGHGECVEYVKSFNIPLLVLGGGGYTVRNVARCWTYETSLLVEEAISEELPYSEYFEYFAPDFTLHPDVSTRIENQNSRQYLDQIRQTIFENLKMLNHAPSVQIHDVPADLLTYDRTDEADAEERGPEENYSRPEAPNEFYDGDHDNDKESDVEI
* hit, by the source's call; i = inactive; u = inconclusive; x = no result given.

SMILES	HSP90 refold inh	Platelet DG rel	HSF1 inhib	GSK3A inh	DYRK1A inh	PolyA inh	AI-2 QS mod	GSK3beta inhib	HSF-1 act	HDAC3 inhib
Cc1ccc(-c2csc(NC(=O)c3ccc(C)o3)n2)cc1	-2	17	9	-2	-1	i	0	0	19	-8
COc1ccc(C(=O)Nc2ccc3[nH]ccc3c2)cc1	x	58*	21	9	-104	i	-28	-12	47	5
COc1ccc(-c2csc(NC(=O)CN3C(=O)CCC3=O)n2)c(OC)c1	-2	2	-1	-1	-3	i	24	4	7	x
Cc1ccc(C(=O)NNC(=S)NC(=O)c2ccco2)cc1	-2	-7	-38	6	-6	i	u	-3	-31	7
COC(=O)c1cccc(NC(=O)c2ccc(S(=O)(=O)N3CCN(C)CC3)cc2)c1	-1	-7	5	0	x	i	9	-3	13	-4
CC(CC(=O)NCc1ccc(Cl)cc1)c1ccccc1 (stereo not drawn)	1	-10	2	-3	4	i	-8	-1	13	4
CCCCn1c(SCC(=O)NC2CC(C)(C)NC(C)(C)C2)nc2cc(S(N)(=O)=O)ccc21	4	-1	-10	-1	4	i	13	0	-9	5
Cc1ccc(CN2CCc3[nH]c(=O)[nH]c(=O)c3C2)cc1	-1	-22	-2	6	-1	i	1	2	2	-7
Cc1ccc(NC(=O)CCNS(=O)(=O)c2ccc3c(c2)CCC(=O)N3)c(Br)c1	-2	8	3	1	2	i	1	-1	-10	-5
CCCc1cn(S(=O)(=O)c2ccc(OC)cc2OC)nc1N	0	0	13	1	x	i	25	4	19	-1
O=C1CCc2cc(S(=O)(=O)NC(Cc3ccccc3)C(=O)NCC3CCCO3)ccc2N1 (stereo not drawn)	-2	-12	-1	-1	-6	i	21	0	14	-3
CCOCC(=O)Nc1cc(C(=O)Nc2ccccc2)ccc1Cl	-3	13	8	-2	-4	i	1	2	29	6
CCOc1nc(NC(=O)NC(=O)c2ccccc2)nc(-c2ccccc2)n1	1	-14	0	-2	8	i	6	4	-7	-2
CCOc1ccccc1NC(=O)CCn1ccnc1	1	-4	-3	-1	-5	i	14	-1	-6	3
CCC(C)(C)NC(=O)CN(Cc1ccc(F)cc1)C(=O)CCC(=O)Nc1ccccn1	3	-4	2	2	2	i	2	-3	9	3
Cc1ccc(-n2nc3c(N4CCC(C(=O)NCc5cccc(F)c5)CC4)nnc(C)c3c2C)cc1	0	-4	8	-1	2	i	26	-3	-9	-2
C=CCNC(=O)c1ccc(C)c(Br)c1	-2	-28	-13	-5	-6	i	10	2	-17	1
COc1cccc(/C=N/Nc2ncnc3c2[nH]c2ccc(C)cc23)c1OC	0	-1	4	-1	4	i	-4	0	-10	6
Cc1cc(C)c(S(=O)(=O)N(C)CC(=O)N2CCCCC2)c(C)c1	1	-20	4	-2	-3	i	9	2	31	1
O=C(CCN1C(=O)c2ccccc2S1(=O)=O)Nc1ccccc1F	-2	-4	5	x	3	i	32	0	-4	x
O=[N+]([O-])c1ccc(OC/C=C2\Oc3ccc([N+](=O)[O-])cc3C2N2CCOCC2)cc1 (stereo not drawn)	-1	-1	10	1	5	i	17	0	5	-3
CC1(C)CCCC(C)(C)N1CC(O)COCCOc1ccc(Br)cc1 (stereo not drawn)	-3	-17	-7	-3	-1	i	20	0	-6	-12
O=C(O)/C=C/C(=O)Nc1ccc(O)cc1	0	0	-1	x	1	i	17	-1	5	u
CCOC(=O)c1ccc(-c2ccc3c(=O)c4ccccc4n(C)c3c2)cc1F	0	0	-2	1	-10	i	9	0	2	-5
CCN(CC)CCn1c2c(c(SCC(=O)Nc3ccc(C(C)C)cc3)nc1=O)CCCC2	x	18	6	0	x	i	9	-4	10	4
CN1C/C(=C/c2cccs2)C(=O)/C(=C\c2cccs2)C1	6	0	19	-1	-3	i	-16	-2	23	0
Cc1ccccc1CSCC(=O)N1CCN(c2ccccc2)CC1	-2	9	1	0	1	i	3	5	6	-1
CCOC(=O)N1CCN(C(=O)CCn2c(=S)[nH]c3ccsc3c2=O)CC1	1	-11	1	-1	x	i	14	2	-4	1
CCOC(=O)N1CCN(Cc2nc3c(c(=O)n(C)c(=O)n3C)n2CCC(C)C)CC1	3	6	-3	0	-1	i	52	2	-20	-1
NC(CO)C(=O)NNCc1ccc(O)c(O)c1O (stereo not drawn)	11	1	-4	3	-2	i	31	-3	6	8
CCCC(=O)Nc1ccccc1NC(=O)c1ccc(OC)cc1	4	-4	-3	-2	-3	i	0	-2	-14	-1
CCOC(=O)COc1ccc(S(=O)(=O)NCc2ccco2)cc1	2	-5	-1	1	2	i	32	2	-4	-2
Cc1cc(Cl)c2oc(C(=O)NCCN3CCCCC3CO)c(C)c2c1 (stereo not drawn)	1	27	11	-1	-7	i	14	5	2	-2
COc1ccc(CCNc2nc(-c3cccnc3)nc3ccccc23)cc1OC	2	4	-29	6	17	i	15	1	-32	5
CCCC(=O)n1nc(-c2ccc(Cl)cc2)nc1SC	0	-3	31	-2	3	i	23	0	35	32*
COc1cccc(NC(=O)CCN2CCOCC2)c1	0	16	1	-1	8	i	22	0	-3	-8
COc1cccc(C(=O)NC(=S)N2c3ccccc3CC2C)c1OC (stereo not drawn)	1	-2	-13	-1	4	i	8	1	-29	0
CCCc1cc(C(=O)Cc2nc3ccccc3s2)c(O)cc1O	-4	-3	-3	-9	2	i	44	3	9	-5
Cn1cc(S(=O)(=O)NC(c2ccccc2)c2ccccc2)c(=O)n(C)c1=O	0	-11	-2	0	-1	i	-8	4	6	5
COC(=O)c1cccc(N2C(=O)C3C4C=CC(CC4)C3C2=O)c1 (stereo not drawn)	1	0	10	-3	-2	i	6	-1	-3	2
Cc1ccc(NS(=O)(=O)c2ccc(C(=O)NCCCN3CCOCC3)cc2)cc1	x	-3	-3	1	-5	i	18	0	-4	-2
Cc1cc(NC(=O)CCC(=O)N(c2ccccc2)C(C(=O)NC2CCCC2)c2ccccc2C)no1 (stereo not drawn)	-1	-5	1	-1	2	i	26	2	2	0
C=C(C)Cn1c(SCCCO)nc2c1c(=O)[nH]c(=O)n2C	2	-4	-9	4	-15	i	6	-1	3	7
O=C(c1ccc2c(=O)n(C3CCCC3)c(=S)[nH]c2c1)N1CCCCCC1	-5	-4	5	0	3	i	-22	0	1	3
CCN1CCc2c(C#N)c(N3CCOCC3)nc(NCc3ccccc3)c2C1	3	x	4	x	5	i	5	1	2	x
CN(C)S(=O)(=O)c1ccc2nc(NC(=O)c3cccs3)sc2c1	6	12	16	1	19	i	16	0	28	3
COc1cc(C)c(S(=O)(=O)N2CCOCC2)cc1C	1	4	3	-1	-9	i	24	1	-2	-1
Cc1occc1C(=O)N1CCCC(N2CCN(c3cccc(Cl)c3)CC2)C1 (stereo not drawn)	-3	-3	-1	-3	-3	i	24	2	-6	2
O=C1NCCc2cc3c(cc21)OCO3	0	-4	7	0	-5	i	7	4	-2	-1
CS(=O)(=O)N(CC(=O)Nc1ccc(S(=O)(=O)N2CCOCC2)cc1)c1ccccc1Br	-2	2	4	1	-2	i	2	2	4	2
O=C(CSCc1c(Cl)cccc1Cl)Nc1ccc2c(c1)OCCO2	0	8	2	-3	0	i	38	4	-2	-2
CCn1cc(CN2CCC(n3nccc3NC(=O)c3ccccc3C)CC2)c(C)n1	1	9	-1	-1	2	i	8	1	-4	4
COC(=O)c1ccc(NC(=O)CS(=O)(=O)Cc2ccccc2)cc1	2	5	5	-1	3	i	6	-1	-15	-1
COc1cc(SC)ccc1C(=O)OCC(=O)NC1CCCC1	1	6	-42	0	6	i	11	0	-57	-3
CCC(C)NC(=O)C1(NC(=O)Nc2ccccc2)CCCCC1 (stereo not drawn)	1	-6	11	1	-2	i	15	-1	41	12
CN1C(=S)SC(/[N+]([O-])=C\c2ccccc2)C1(C)C (stereo not drawn)	-2	0	3	-1	-6	i	14	5	-8	3
S=C(Nc1ccccc1)Nc1ccc(Br)cc1	4	2	-21	-1	9	i	17	-1	-19	-3

In the list so far, 13 contain four or more nitrogen atoms.
SMILES	HSP90 refold inh	Platelet DG rel	HSF1 inhib	GSK3A inh	DYRK1A inh	PolyA inh	AI-2 QS mod	GSK3beta inhib	HSF-1 act	HDAC3 inhib
CCCCn1c(SCC(=O)NC2CC(C)(C)NC(C)(C)C2)nc2cc(S(N)(=O)=O)ccc21	4	-1	-10	-1	4	i	13	0	-9	5
CCOc1nc(NC(=O)NC(=O)c2ccccc2)nc(-c2ccccc2)n1	1	-14	0	-2	8	i	6	4	-7	-2
CCC(C)(C)NC(=O)CN(Cc1ccc(F)cc1)C(=O)CCC(=O)Nc1ccccn1	3	-4	2	2	2	i	2	-3	9	3
Cc1ccc(-n2nc3c(N4CCC(C(=O)NCc5cccc(F)c5)CC4)nnc(C)c3c2C)cc1	0	-4	8	-1	2	i	26	-3	-9	-2
COc1cccc(/C=N/Nc2ncnc3c2[nH]c2ccc(C)cc23)c1OC	0	-1	4	-1	4	i	-4	0	-10	6
CCN(CC)CCn1c2c(c(SCC(=O)Nc3ccc(C(C)C)cc3)nc1=O)CCCC2	x	18	6	0	x	i	9	-4	10	4
CCOC(=O)N1CCN(C(=O)CCn2c(=S)[nH]c3ccsc3c2=O)CC1	1	-11	1	-1	x	i	14	2	-4	1
CCOC(=O)N1CCN(Cc2nc3c(c(=O)n(C)c(=O)n3C)n2CCC(C)C)CC1	3	6	-3	0	-1	i	52	2	-20	-1
COc1ccc(CCNc2nc(-c3cccnc3)nc3ccccc23)cc1OC	2	4	-29	6	17	i	15	1	-32	5
Cc1cc(NC(=O)CCC(=O)N(c2ccccc2)C(C(=O)NC2CCCC2)c2ccccc2C)no1 (stereo not drawn)	-1	-5	1	-1	2	i	26	2	2	0
C=C(C)Cn1c(SCCCO)nc2c1c(=O)[nH]c(=O)n2C	2	-4	-9	4	-15	i	6	-1	3	7
CCN1CCc2c(C#N)c(N3CCOCC3)nc(NCc3ccccc3)c2C1	3	x	4	x	5	i	5	1	2	x
CCn1cc(CN2CCC(n3nccc3NC(=O)c3ccccc3C)CC2)c(C)n1	1	9	-1	-1	2	i	8	1	-4	4

This is a subset; rates above refer to the full screens.
